Screening data deposited in PubChem BioAssay by several laboratories.
IMP-1 inhibitor = blocks Pseudomonas aeruginosa IMP-1 metallo-beta-lactamase. purified IMP-1, nitrocefin hydrolysis, epi-absorbance fluorescence. inhibition, % at 5.6 µM. actives 0.45% (n = 290,000). AID 1556;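 active means inhibition above the mean plus 3 SD of all compounds in the same screening run, cut at about 4.5% in these data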;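 further: 0% = IMP-1 with DMSO and 100% = DMSO wells lacking enzyme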
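Assay system: purified IMP-1; Quantity: IMP-1 0.2 nM before substrate addition; Medium: HEPES buffer pH 7.1 with ZnSO4 and Brij 35; Incubation: 15 min enzyme–compound preincubation, then 25 min nitrocefin reaction, 25 °C; Signal: fluorescence quenching readout, ex 480/em 530 nm; Controls: DMSO with and without IMP-1; Repeats: singlicate testing.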
PfM18AAP inh = blocks P. falciparum M18 aspartyl aminopeptidase; recombinant PfM18AAP, H-Glu-NHMec fluorogenic cleavage; inhibition, % at 7.35 µM; actives 1.2% (n = 290,000); AID 1822;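 active means inhibition above the campaign mean inhibition over all tested compounds plus 3 SD, cut at about 28% in these data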;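 further: 0% = plate median of test compound wells and 100% = 2 mM ZnCl2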
pCIP destab = lowers stability of the mouse p/CIP coactivator protein | F442A p/CIP-EGFP cells, EGFP fluorescence, 16 h | decrease of EGFP signal, % at 10 µM | actives 0.01% (n = 290,000) | AID 1984;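 active means EGFP signal decrease of at least 30% at 10 µM or well 3 SD below plate mean, unless failing retest; inactive means the rest, including hits failing retest or dose response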; further: some compounds called inactive have numbers as strong as hits; many of its hits are not listed in these tables
VIM-2 inhibitor = inhibitors of Pseudomonas aeruginosa VIM-2 metallo-beta-lactamase | purified VIM-2, nitrocefin hydrolysis, epi-absorbance fluorescence | inhibition, % at 5.6 µM | actives 0.89% (n = 290,000) | AID 1527;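 active means inhibition above the mean of all tested compounds plus 3 SD, cutoff set per screening run, cut at about 7.5% in these data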;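 further: red hydrolysis product quenches plate fluorescence so inhibitors raise well fluorescence; 0% = enzyme with DMSO and 100% = DMSO without enzyme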
PHOSPHO1 block = inhibitors of human PHOSPHO1 phosphatase | inhibition, % at 13.3 µM | Q8TCT1 | actives 1.1% (n = 290,000) | recombinant PHOSPHO1, absorbance phosphatase assay; in the data active means inhibition above about 60%
Target sequence (Q8TCT1 whole entry, looked up): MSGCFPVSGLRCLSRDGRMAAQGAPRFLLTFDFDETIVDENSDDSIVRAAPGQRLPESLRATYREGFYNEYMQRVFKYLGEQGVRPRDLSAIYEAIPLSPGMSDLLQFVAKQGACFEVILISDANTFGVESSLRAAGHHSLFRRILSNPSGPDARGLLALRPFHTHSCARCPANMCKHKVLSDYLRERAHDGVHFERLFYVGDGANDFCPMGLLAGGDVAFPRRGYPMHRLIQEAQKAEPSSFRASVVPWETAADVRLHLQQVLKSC
IDE inh = inhibitors of human insulin-degrading enzyme in cells | actives 0.41% (n = 320,000) | inhibition, % at 5.59 µM | HEK cells, FAbetaB cleavage, fluorescence polarization | P14735;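 active means percent inhibition above the average of all tested compounds plus 3 SD, set per screening campaign, cut at about 16% in these data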;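 further: IDE supplied by intact live HEK cells; FP after avidin binding of uncleaved biotin substrate so inhibition keeps polarization high; 0% = DMSO wells and 100% = 60 µM reference IDE inhibitor Ii1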
GPR7 antag = human neuropeptides B/W receptor 1 antagonism; GPR7-expressing cells, fluorescence antagonist assay; P48145; AID 1861; actives 1.1% (n = 290,000); inhibition, % at 4.4 µM; in the data active means inhibition above about 16%, passing the limit was not always enough;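 further: cells stimulated with the agonist NPW; 0% = agonist with vehicle and 100% = vehicle without agonist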
Target sequence (P48145 whole entry, looked up): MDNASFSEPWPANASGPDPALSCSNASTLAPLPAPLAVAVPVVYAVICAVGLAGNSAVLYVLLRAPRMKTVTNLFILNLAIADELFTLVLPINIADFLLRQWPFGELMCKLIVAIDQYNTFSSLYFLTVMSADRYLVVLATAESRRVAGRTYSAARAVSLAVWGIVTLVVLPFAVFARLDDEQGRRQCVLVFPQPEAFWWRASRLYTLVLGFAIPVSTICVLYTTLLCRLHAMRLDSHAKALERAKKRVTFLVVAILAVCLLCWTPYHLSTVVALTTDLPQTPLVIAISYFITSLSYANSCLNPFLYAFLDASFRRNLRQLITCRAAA
IDE cell activ = IDE (human) activation, cell-based; P14735; HEK cells, FAbeta-B cleavage, fluorescence polarization; 0% vehicle, 100% cell-free pure enzyme wells; activation, % at 5.96 µM; actives 0.073% (n = 340,000); AID 493087;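 active means activation above the mean of all tested compounds plus 3 SD, set per screening campaign, cut at about 17% in these data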
NALP1 inh = inhibitors of NALP1 inflammasome in yeast. actives 0.61% (n = 280,000). inhibition, % at 10 µM. S. cerevisiae NALP1/ASC/caspase-1 growth, X-gal OD620, 72 h; in the data active means inhibition mostly above about 24%, no sharp cut-off; inactive means mostly below about 32%; further: some compounds called inactive have numbers as strong as hits
Numbers without * were called inactive; . = no result given.

SMILES	IMP-1 inhibitor	PfM18AAP inh	pCIP destab	VIM-2 inhibitor	PHOSPHO1 block	IDE inh	GPR7 antag	IDE cell activ	NALP1 inh
Cn1c(CO)c(-c2ccccc2)c2cc([N+](=O)[O-])ccc21	0.7	-10.1	-6.0	0.2	-36.1	4.3	-1.2	3.2	10.6
Cc1c(Cl)c([N+](=O)[O-])nn1CC(=O)NCc1ccc(Cl)cc1	-2.0	1.7	0.1	-1.6	14.9	4.8	3.6	-5.0	16.1
C/C(=N\NC(=O)c1ccncc1)c1ccc(NC(=O)c2ccc(Cl)cc2)cc1	-2.4	5.8	0.8	-2.1	31.3	6.0	3.3	3.2	22.4
CCC(C)c1c(O)nc(SCC(=O)N2CCCCCC2)[nH]c1=O (stereo not drawn)	-0.5	1.7	-6.3	-1.0	27.9	-4.8	-11.4	1.1	3.4
COc1cc2c(cc1OC)C(C)N(C(=O)Cc1ccc(C(F)(F)F)cc1)CC2 (stereo not drawn)	-2.9	-12.1	-19.3	-1.5	38.1	-4.0	16.9	-1.7	13.3
O=C(COc1ccccc1/C=C1\SC(=O)NC1=O)Nc1ccc(F)cc1	-2.8	1.7	-3.3	-3.5	-3.1	-0.3	3.4	0.5	8.6
Cc1cc(N/N=C/c2ccc(O)cc2)nc(NS(=O)(=O)c2ccccc2)n1	-3.0	43.3*	2.1	-2.5	5.7	7.5	-10.9	1.4	31.4
CCOc1ccc(Cl)cc1S(=O)(=O)N1CCC(C(=O)NCc2ccco2)CC1	-4.3	0.6	-2.6	-2.1	14.3	-16.1	-3.8	6.8	11.9
CC(C)C(O)(C#CCN1CCCCCC1)c1ccccc1 (stereo not drawn)	-1.6	-7.0	1.9	-1.3	28.3	4.9	2.6	4.5	6.7
Cc1ccccc1NC(=S)NC(=O)CCc1ccccc1	0.7	12.4	-14.5	-3.0	-40.6	-2.5	-6.7	5.5	-15.2
Cc1ccccc1Cn1ccc(NC(=O)c2cnn3cccnc23)n1	-2.0	-6.0	-1.2	-1.9	-22.1	-0.8	-7.4	-3.8	16.7
CN(C)CCCNC(=S)/N=c1\sccn1Cc1ccccc1Cl	-2.4	3.4	-19.1	0.0	28.0	-7.8	-0.3	-2.4	4.2
COc1ccc(-c2cc(-c3ccccc3O)[nH]n2)cc1OC	-2.5	11.1	-0.1	-4.6	0.6	4.1	3.3	5.3	-2.0
C/C(N)=C(/C#N)C(=O)COC(=O)c1cc(-c2cccc3ccccc23)nc2ccccc12	-2.5	-2.2	-20.0	-2.2	-3.4	-2.1	-13.3	-0.9	3.5
CCOC(=O)c1ccc(NC(=O)C(=O)NCc2ccco2)cc1	-4.3	4.0	-11.6	-2.0	10.5	2.9	-5.7	0.7	13.0
O=C(O)CC(C(=O)Nc1ccc(Cl)c(Cl)c1)C1CCCO1 (stereo not drawn)	-0.9	-2.1	2.6	-3.8	17.1	0.4	8.6	7.2	-3.4
O=C1NC2(CCN(Cc3ccccc3)CC2)Oc2ccccc21	-0.6	-1.0	0.5	-0.2	1.8	-0.5	4.2	2.2	16.0
O=C1CCN(CCc2ccccc2)CCN1[C@H](CO)Cc1ccccc1	-1.2	3.7	-3.2	-0.3	-1.7	-1.4	0.4	2.0	13.0
O=C(NCc1ccccc1Cl)c1ccc[nH]1	-3.2	-5.3	-0.5	-0.6	41.2	-1.2	-12.2	-1.1	5.4
CC(=O)c1cn(CC(=O)Nc2ccccc2Cl)c2ccccc12	-5.4	6.2	-22.6	-0.6	8.5	6.9	1.5	-2.5	19.3
CC(=O)c1ccc(-n2c(CCC(=O)O)ccc2-c2ccccc2)cc1	-2.7	5.0	-2.3	2.4	15.6	-3.8	-2.3	1.4	2.2
CCn1c(O)c(N=NC(=O)C(O)c2ccccc2)c2ccccc21 (stereo not drawn)	-2.1	3.0	-0.5	-2.8	24.0	-1.5	-12.4	-2.2	-7.0
CCOc1ccccc1/C=N/NC(=O)Cc1csc(Nc2cccc(C(F)(F)F)c2)n1	-3.3	1.9	-2.6	-3.8	1.6	-0.2	-6.0	4.1	17.5
CCc1nn(CC(=O)Nc2ccc(Br)c(C)c2)c(=N)s1	-3.8	-4.2	-13.1	-3.0	24.7	-0.2	-4.3	-3.2	-14.6
CCc1ccc(S(=O)(=O)N/N=C\c2cn(CC(N)=O)c3ccccc23)cc1	-0.6	4.8	4.2	-1.1	.	.	-14.9	-1.7	31.3
COC(=O)c1c(NC(=O)c2ccccc2)sc2c1CC(C)(C)NC2(C)C	-2.8	-0.7	-17.4	2.9	27.7	1.1	-11.4	4.3	2.4
Cc1nnc(SCc2ccc(CC(=O)O)cc2)o1	-2.5	3.1	-2.4	-2.7	29.7	-4.1	6.0	-0.1	10.1
Cc1ccc(Cc2nnc3n(-c4ccccc4)nc(C(=O)c4ccccc4)n3c2=O)cc1	-0.8	1.8	-7.0	-0.6	-10.5	1.6	-5.0	0.7	-45.3
Cc1ccccc1OCCn1c(=O)sc2ccccc21	-3.2	-2.4	-3.0	-1.5	2.9	4.1	21.0*	-0.2	10.1
O=Nc1ccc(NOC(=O)c2ccc(Br)cc2)cc1	1.5	22.6	-4.9	-3.0	-12.6	.	-10.2	.	11.4
Nc1ccc(N2CCCCC2)c(S(=O)(=O)Nc2ccc(Cl)cc2)c1	-2.0	3.0	-0.8	-3.0	35.7	-2.0	-15.1	0.3	-3.7
CCCCCc1ccc(-c2nnc(N)s2)cc1	-3.9	1.8	-7.8	-1.6	51.8	2.6	-9.2	-8.6	-4.0
COc1ccc(C2=NN(C(N)=S)C(c3ccccc3)C2)cc1 (stereo not drawn)	-5.2	2.4	8.5	-3.4	1.8	5.8	9.4	-2.5	-4.0
O=C(CSc1ccc(-c2ccco2)nn1)NCc1ccccc1Cl	-1.5	-25.5	-10.7	-0.2	-3.4	1.1	-6.4	-2.9	28.5
COc1ccc(/C=N/N2C(C)CCCC2C)cc1OC (stereo not drawn)	-2.4	-2.2	-16.5	-1.0	42.2	3.4	-0.1	-2.9	11.2
CCOCCCNC(=O)CN(c1cc([N+](=O)[O-])ccc1OC)S(C)(=O)=O	-4.8	-8.0	7.7	-3.3	40.8	6.9	2.7	-3.0	4.0
Cc1cc(Nc2ccc3c(c2)OCCO3)c2cc(Cl)ccc2n1	0.4	-11.8	-8.1	8.2*	11.1	0.0	2.8	0.6	37.1
C=CCOC(=O)COc1ccc2c(C)c(C)c(=O)oc2c1C	-2.5	-14.1	-13.1	-1.8	-7.3	0.2	-1.2	-3.0	-69.0
COc1ccccc1N1CCN(C(=O)/C=C/c2ccc3c(c2)OCO3)CC1	-0.2	-3.2	-3.1	1.2	1.5	-1.8	-1.5	-6.3	4.0
CC(=O)Nc1c(Br)cc(N2C(=O)CCC2=O)cc1Br	-0.4	-0.5	-16.0	1.4	-10.4	-7.2	-3.2	3.2	9.1

Rewritten with bars between the fields: entries from further up
structure | IMP-1 inhibitor | PfM18AAP inh | pCIP destab | VIM-2 inhibitor | PHOSPHO1 block | IDE inh | GPR7 antag | IDE cell activ | NALP1 inh
COC(=O)c1c(NC(=O)c2ccccc2)sc2c1CC(C)(C)NC2(C)C | -2.8 | -0.7 | -17.4 | 2.9 | 27.7 | 1.1 | -11.4 | 4.3 | 2.4
Cc1nnc(SCc2ccc(CC(=O)O)cc2)o1 | -2.5 | 3.1 | -2.4 | -2.7 | 29.7 | -4.1 | 6.0 | -0.1 | 10.1
Cc1ccc(Cc2nnc3n(-c4ccccc4)nc(C(=O)c4ccccc4)n3c2=O)cc1 | -0.8 | 1.8 | -7.0 | -0.6 | -10.5 | 1.6 | -5.0 | 0.7 | -45.3
Cc1ccccc1OCCn1c(=O)sc2ccccc21 | -3.2 | -2.4 | -3.0 | -1.5 | 2.9 | 4.1 | 21.0* | -0.2 | 10.1
O=Nc1ccc(NOC(=O)c2ccc(Br)cc2)cc1 | 1.5 | 22.6 | -4.9 | -3.0 | -12.6 | . | -10.2 | . | 11.4
Nc1ccc(N2CCCCC2)c(S(=O)(=O)Nc2ccc(Cl)cc2)c1 | -2.0 | 3.0 | -0.8 | -3.0 | 35.7 | -2.0 | -15.1 | 0.3 | -3.7
CCCCCc1ccc(-c2nnc(N)s2)cc1 | -3.9 | 1.8 | -7.8 | -1.6 | 51.8 | 2.6 | -9.2 | -8.6 | -4.0
COc1ccc(C2=NN(C(N)=S)C(c3ccccc3)C2)cc1 (stereo not drawn) | -5.2 | 2.4 | 8.5 | -3.4 | 1.8 | 5.8 | 9.4 | -2.5 | -4.0
O=C(CSc1ccc(-c2ccco2)nn1)NCc1ccccc1Cl | -1.5 | -25.5 | -10.7 | -0.2 | -3.4 | 1.1 | -6.4 | -2.9 | 28.5
COc1ccc(/C=N/N2C(C)CCCC2C)cc1OC (stereo not drawn) | -2.4 | -2.2 | -16.5 | -1.0 | 42.2 | 3.4 | -0.1 | -2.9 | 11.2
CCOCCCNC(=O)CN(c1cc([N+](=O)[O-])ccc1OC)S(C)(=O)=O | -4.8 | -8.0 | 7.7 | -3.3 | 40.8 | 6.9 | 2.7 | -3.0 | 4.0
Cc1cc(Nc2ccc3c(c2)OCCO3)c2cc(Cl)ccc2n1 | 0.4 | -11.8 | -8.1 | 8.2* | 11.1 | 0.0 | 2.8 | 0.6 | 37.1

Other results
SMILES	IMP-1 inhibitor	PfM18AAP inh	pCIP destab	VIM-2 inhibitor	PHOSPHO1 block	IDE inh	GPR7 antag	IDE cell activ	NALP1 inh
O=C(CCc1ccccc1)OCC(=O)c1ccc(Br)cc1	-2.8	0.7	1.0	-2.1	-5.8	-4.5	-0.9	6.5	20.1
O=S(=O)(c1ccc(F)cc1)N1CCC(N2CCCCCC2)CC1	-1.3	1.1	-3.9	-0.4	23.1	-0.4	-8.6	5.7	12.6
COc1ccccc1C(=O)NCc1nnc(SC(C)C(=O)Nc2nccs2)n1C (stereo not drawn)	0.5	1.2	-13.0	-0.2	21.7	-2.8	9.3	-1.8	1.9
Cc1cccc(NC(=O)Nc2ccc(F)cc2)n1	-2.9	9.2	0.6	-2.1	20.3	1.4	-30.7	-3.9	12.1
COc1ccc(N(CC(=O)NCc2ccco2)C(=O)CCC(=O)Nc2nccs2)c(OC)c1	-3.4	2.8	-4.6	-0.3	19.4	-2.9	-8.2	6.1	16.6
CNc1ccc2c3c(cccc13)C(=O)N(C)C2=O	44.2*	12.9	-651.2	49.9*	-2.4	-32.2	27.4	58.7*	5.6
Cc1c(C)n(-c2ccc(Cl)cc2)c2ncnc(N)c12	1.1	6.0	-21.1	-0.3	22.8	6.0	-6.2	6.7	11.5
COc1ccc2[nH]c(=O)c(CN(CCCN(C)C)C(=O)Nc3ccc(F)cc3)cc2c1	-1.9	2.6	-5.6	-0.2	11.4	1.1	-9.5	-1.5	-1.5
